# ALDH1A1 inh: blocks purified human ALDH1A1 activity | P00352 | Purified ALDH1A1, NADH fluorescence, propionaldehyde substrate | Potency, µM (titrated, usually from 75.3 µM), for inactives: top-dose activity, negative = inhibition, hits mostly inhibitors | 220,000 tested, 7.3% active | AID 1030; active means well fitted inhibition curve with a large enough effect, not every such curve was filed as active; inconclusive means small, poorly fitted or top-dose-only effect, or another doubt; inactive means no such curve, though single readings can be large or run the other way;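 further: plate controls were no enzyme wells and a reference inhibitor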
# SMN2 splice enh: increases expression of the SMN2 splice variant; Potency, µM (doses to about 46.1 µM), for the others: top-dose activity change, positive = activation, hits mostly activators; HEK293 SMN2-luciferase splicing reporter, luminescence, 30-36 h; 210,000 tested, 2.8% active; further: % of control where 0% means no effect; nearly all actives have a fitted effect of over 55% in size
#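 qHTS luciferase splicing reporter: luminescence rises when SMN2 exon 7 is included in transfected HEK293 cells. Compound exposure lasted 30-36 h at 37C, with 4.5 mM final sodium butyrate as control, followed by a ONE-Glo read.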
# RECQ1 inh: inhibitors of human RECQ1 DNA helicase; P46063; RECQ1 DNA unwinding, red fluorescence kinetic read; Potency, µM (doses to about 57.3 µM), inactives show at the top dose activity, negative = inhibition, hits mostly inhibitors; 240,000 tested, 0.54% active; AID 2549;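 further: plate controls were vehicle for no effect and no enzyme for full effect; nearly all actives have a fitted effect of over 30% in size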
# Target sequence (P46063 whole entry, looked up): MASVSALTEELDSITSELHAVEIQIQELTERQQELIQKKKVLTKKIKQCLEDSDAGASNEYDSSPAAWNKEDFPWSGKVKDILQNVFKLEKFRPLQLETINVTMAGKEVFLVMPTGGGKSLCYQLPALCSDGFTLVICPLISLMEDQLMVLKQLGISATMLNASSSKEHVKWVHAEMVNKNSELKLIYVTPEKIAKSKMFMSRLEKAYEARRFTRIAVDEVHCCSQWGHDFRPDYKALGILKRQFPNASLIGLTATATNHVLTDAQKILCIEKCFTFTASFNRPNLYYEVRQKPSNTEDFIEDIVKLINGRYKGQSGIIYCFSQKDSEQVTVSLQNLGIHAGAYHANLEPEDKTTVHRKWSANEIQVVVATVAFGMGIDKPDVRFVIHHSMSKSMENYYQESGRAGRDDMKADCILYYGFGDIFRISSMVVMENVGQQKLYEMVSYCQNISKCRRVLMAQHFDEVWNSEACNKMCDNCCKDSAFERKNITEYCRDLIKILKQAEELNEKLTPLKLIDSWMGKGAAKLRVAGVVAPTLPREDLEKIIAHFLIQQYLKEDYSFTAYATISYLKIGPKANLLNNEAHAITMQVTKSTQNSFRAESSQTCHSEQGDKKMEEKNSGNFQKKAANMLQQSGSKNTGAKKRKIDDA
#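 RECQ1T1 50 nM; forked duplex (20 bp + 30-nt ss tails) 200 nM, ATP 2 mM final; pH 8.0, 2 mM MgCl2, 2.5 ug/ml poly(dI-dC); 15 min compound preincubation; discontinuous kinetic read over 2 h at RT.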
# Lamin A splicing: LMNA splicing modulation. HeLa LMNA splicing GFP/RFP minigene ratio, 48 h. Potency, µM (highest dose often 46.1 µM), for the others: at the top dose ratio change, negative = inhibition, actives largely listed as inhibitors. 200,000 tested, 0.01% active. AID 1487; active means well fitted inhibition curve with a large enough effect in the signal ratio, with a control signal flat, not every such curve was filed as active; inconclusive means small, poorly fitted or top-dose-only effect, or effect the other way, or a change in a side signal; the % refers to the signal ratio; further: on the % scale 0 is the no-effect control and ±100 the full control effect
#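 Read-out is the ratio of GFP to DsRed2 object intensity, acquired by 488 nm laser-scanning cytometry on HeLa lamin A-EGFP minigene reporter cells. Compound incubation 48 hrs at 37 °C in Opti-MEM with 2% FBS; DMSO 0.5% final.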
# TRb SRC2 PPI: disrupts binding of human TR beta to SRC2; Potency, µM (top dose mostly 106 µM), for inactives: at the highest dose activity change, negative = inhibition, actives largely listed as inhibitors; P10828; 280,000 tested, 0.065% active; TRbeta-SRC2 peptide binding, fluorescence polarization; receptor liganded with 1 µM T3; AID 1469;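 further: plate controls were bound peptide for no effect and peptide without receptor for full effect; nearly all actives have a fitted effect of over 50% in size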
#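 Compounds were added to 0.6 uM TRb ligand-binding domain and 20 nM Texas Red-labeled SRC2 peptide in Tris buffer containing 1 uM T3, incubated 5 hr at ambient temperature, then read by fluorescence polarization.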
# RGS12 GoLoco inh: RGS12 GoLoco-Gai1 interaction inhibition. Potency, µM (series often up to 61.6 µM), without a hit: at the top dose activity, negative = inhibition, hits mostly inhibitors. Gai1:RGS12 GoLoco peptide FP, rhodamine, 10 min. P63096. 230,000 tested, 0.44% active; active means well fitted inhibition curve with a large enough effect, not every such curve was filed as active; inactive means no such curve, though single readings can be large or run the other way; further: on the % scale 0 is the no-effect control and ±100 the full control effect; nearly all actives have a fitted effect of over 30% in size; many of its hits are not listed in these tables
# TR SRC2 fluor cs: alters Texas Red total fluorescence, flagging assay interference; TRb/SRC2 Texas Red total fluorescence interference; Potency, µM (doses to about 106 µM), for the others: at the top dose fluorescence change, negative = quenching; 280,000 tested, 0.29% active; AID 1479; active means well fitted curve in either direction with a large enough effect; inconclusive means small, poorly fitted or top-dose-only effect; further: on the % scale 0 is the no-effect control and ±100 the full control effect
#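 Human TRβ ligand-binding domain (0.6 uM) and Texas Red SRC2 peptide (20 nM) in Tris buffer with 1 uM T3 and 5% DMSO were incubated with pinned compound for 5 hr at ambient temperature. Total fluorescence was computed as S + 2P (555/632 nm).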
# JMJD2E inh: JMJD2E (human) inhibition; Potency, µM (doses to about 57.1 µM), for inactives: top-dose activity change, negative = inhibition, most hits filed as inhibitors; JMJD2E catalytic domain, FDH-coupled NADH fluorescence (FDH is formaldehyde dehydrogenase); AID 2147; 230,000 tested, 1.6% active; B2RXH2; active means well fitted inhibition curve with a large enough effect, not every such curve was filed as active; inconclusive means small, poorly fitted or top-dose-only effect, or another doubt; inactive means no such curve, though single readings can be large or run the other way;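 further: 0% = wells with enzyme and -100% = buffer wells without enzyme; nearly all actives have a fitted effect of over 50% in size; many of its hits are not listed in these tables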
# Target sequence (B2RXH2 1-337 limits assumed): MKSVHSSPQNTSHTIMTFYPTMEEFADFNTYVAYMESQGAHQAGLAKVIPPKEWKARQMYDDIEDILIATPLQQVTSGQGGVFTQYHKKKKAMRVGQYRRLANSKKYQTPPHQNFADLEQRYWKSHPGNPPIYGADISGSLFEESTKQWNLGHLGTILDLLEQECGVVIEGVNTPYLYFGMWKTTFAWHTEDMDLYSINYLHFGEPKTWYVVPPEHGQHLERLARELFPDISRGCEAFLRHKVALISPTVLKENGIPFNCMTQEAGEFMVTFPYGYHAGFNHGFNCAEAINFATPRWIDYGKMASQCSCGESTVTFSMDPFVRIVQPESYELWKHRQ
# * = called active by the depositor; i = inactive; ? = inconclusive; . = no result given; [ ] = remark or other dose. Unless noted, the call rests on the fitted dose curve; in most records, active means well fitted curve in the direction sought with a large enough effect; inconclusive means small, poorly fitted or top-dose-only effect, or another doubt; inactive means no such curve, though single readings can be large; an effect the other way counts as inactive or inconclusive. Potency means the concentration at half of the fitted maximal effect. Some of the compounds tested; rates above refer to the full screens.
Molecule,ALDH1A1 inh,SMN2 splice enh,RECQ1 inh,Lamin A splicing,TRb SRC2 PPI,RGS12 GoLoco inh,TR SRC2 fluor cs,JMJD2E inh
O=C(CCOc1ccccc1)OCC(=O)c1cc2ccccc2o1,-7%,7%,0%,-5%,8%,23%,-3%,1%
CCOC(=O)C1=C(CSCC(=O)OC)NC(=O)NC1c1cc(C)ccc1C (stereo not drawn),-6%,?,i,13%,0%,3%,-1%,-1%
Cc1nc2ccccn2c1C(=O)NN=C1CCN(C)CC1,20µM*,19%,i,.,0%,0%,-1%,10%
CC(=O)N1CCC2(CCCN(c3ccc(-c4ccccc4)cc3)C2)CC1,?,-38%[inhibitor],-22%,.,.,243%[activator],.,.
COc1ccc(C(C)=O)cc1CSCCC(=O)O,-5%,-1%,-15%,7%,8%,15%,1%,6%
CCOC(=O)C1CCN(S(=O)(=O)c2cccc3nonc23)CC1,?,20%,-5%,-8%,2%,5%,-1%,-9%
O=C(CCCN1C(=O)c2ccccc2C1=O)NCCCN1CCOCC1,-1%,6%,5%,0%,2%,6%,1%,6%
C=CCN(CC=C)S(=O)(=O)c1ccc2nc(NC(=O)C(C)C)sc2c1,-9%,-23%,-20%,?,-7%,4%,1%,-5%
O=C(NCc1ccco1)c1cccc(F)c1,-3%,-16%,-3%,14%,-12%,2%,-1%,-7%
CC(=O)Nc1ccc(/C=C(\C#N)C(=O)NC2CCCCC2C)cc1 (stereo not drawn),?,-4%,-4%,.,-2%,10%,-1%,-18%
Cc1ccc(-c2nc(N3CCOCC3)sc2C(=O)N2CCCCC2)cc1,7.9µM*,8%,-1%,-8%,3%,-1%,0%,-3%
CC1Cc2ccccc2N1S(=O)(=O)c1cccc(C(=O)NCCCO)c1 (stereo not drawn),-3%,-22%,-11%,5%,7%,2%,-1%,-7%
Nc1cc(N2CCCCC2)c([N+](=O)[O-])cc1Cl,3.5µM*,-12%,0%,-1%,15%,-6%,2%,-1%
O=C1CCCC(C(C(=O)OCc2ccccc2)C(=O)OCc2ccccc2)C1 (stereo not drawn),-7%,-3%,-7%,.,-1%,4%,-1%,-5%
O=C1CC(N2CCN(Cc3ccccc3)CC2)C(=O)N1c1ccc2c(c1)OCCO2 (stereo not drawn),7.1µM*,23%,2%,1%,6%,-12%,-1%,2%
Cn1c(C(C#N)C(=O)c2sc3ccccc3c2Cl)nc2ccccc21 (stereo not drawn),?,.,-7%,0%,-4%,.,-1%,0%
COc1cc(/C=N/NC(=S)Nc2cccc(C(=O)O)c2)cc(OC)c1OC,14µM*,?,-1%,?,2%,-4%,5%,0%
Cc1nc(CC(=O)NNS(=O)(=O)c2ccc3ccccc3c2)cs1,6%,-7%,-18%,?,4%,5%,-1%,-3%
Cc1ccc(S(=O)(=O)Oc2ccc(/C=C(/NC(=O)c3ccccc3)C(=O)NCCC(=O)O)cc2)cc1,2.5µM*,.,16%,10%[46 µM],0%,-1%,1%,-21%
O=C(OCc1nnc(-c2ccccc2)o1)c1ccco1,?,-11%,2%,0%,-18%,7%,-4%,-3%
COc1ccc(C(=O)NNS(=O)(=O)c2ccccc2)cc1,5%,10%,-9%,-9%,-8%,-1%,-2%,-4%
CCn1c(CNc2ccc(F)cc2)nnc1SCC(=O)Nc1ccc(OC)cc1,2%,-15%,-6%,-9%,-1%,0%,-1%,13%
COc1ccc2c(c1)C(=O)[C@H](OC(=O)NCCc1ccc(OC)c(OC)c1)[C@@H](c1ccc(OC)c(Br)c1)O2,-7%,15%,i,.,-2%,5%,-2%,-5%
Cc1c(O)cc2c(c1O)C(=O)CC(c1ccccc1)O2 (stereo not drawn),.,.,i,.,1%,0%,1%,-5%
Cc1nc(Cl)c(C(=O)Nc2cccc(F)c2)c(C)c1Cl,8%,-20%,0%,.,-4%,8%,-2%,-5%

# No new results follow: entries from further up.
Molecule,ALDH1A1 inh,SMN2 splice enh,RECQ1 inh,Lamin A splicing,TRb SRC2 PPI,RGS12 GoLoco inh,TR SRC2 fluor cs,JMJD2E inh
CCOC(=O)C1=C(CSCC(=O)OC)NC(=O)NC1c1cc(C)ccc1C (stereo not drawn),-6%,?,i,13%,0%,3%,-1%,-1%
Cc1nc2ccccn2c1C(=O)NN=C1CCN(C)CC1,20µM*,19%,i,.,0%,0%,-1%,10%
CC(=O)N1CCC2(CCCN(c3ccc(-c4ccccc4)cc3)C2)CC1,?,-38%[inhibitor],-22%,.,.,243%[activator],.,.
COc1ccc(C(C)=O)cc1CSCCC(=O)O,-5%,-1%,-15%,7%,8%,15%,1%,6%
CCOC(=O)C1CCN(S(=O)(=O)c2cccc3nonc23)CC1,?,20%,-5%,-8%,2%,5%,-1%,-9%
O=C(CCCN1C(=O)c2ccccc2C1=O)NCCCN1CCOCC1,-1%,6%,5%,0%,2%,6%,1%,6%
C=CCN(CC=C)S(=O)(=O)c1ccc2nc(NC(=O)C(C)C)sc2c1,-9%,-23%,-20%,?,-7%,4%,1%,-5%
O=C(NCc1ccco1)c1cccc(F)c1,-3%,-16%,-3%,14%,-12%,2%,-1%,-7%
CC(=O)Nc1ccc(/C=C(\C#N)C(=O)NC2CCCCC2C)cc1 (stereo not drawn),?,-4%,-4%,.,-2%,10%,-1%,-18%

# (further entries)
Molecule,ALDH1A1 inh,SMN2 splice enh,RECQ1 inh,Lamin A splicing,TRb SRC2 PPI,RGS12 GoLoco inh,TR SRC2 fluor cs,JMJD2E inh
COc1ccc2ccccc2c1C1CC(=O)N2CN(C3CCCCC3)CSC2=C1C#N (stereo not drawn),28µM*,9%,?,0%,22%,-9%,-5%,-9%
COc1ccc(C2=NN(C(=O)CCC(=O)O)C(c3cccs3)C2)cc1 (stereo not drawn),5%,.,8%,.,1%,12%,-2%,-2%
COc1cc(CC(=O)NCc2cccs2)cc(OC)c1OC,-1%,14%,-2%,4%,3%,2%,-3%,4%
CNC(=S)Nc1cc(Cl)ccc1Oc1ccccc1,2%,-9%,-20%,-13%,-8%,12%,0%,6%
Cc1ccc(C(C(=O)NC2CCCC2)N(Cc2ccco2)C(=O)CCC(=O)Nc2ccccn2)cc1 (stereo not drawn),2%,15%,-10%,-3%,3%,7%,-5%,-8%
CC(NS(=O)(=O)c1ccccc1)C1COc2ccccc2O1 (stereo not drawn),?,-16%,i,-6%,-5%,3%,0%,10%
O=C(NOC(=O)c1ccccc1)c1ccccc1,20µM*,.,-4%,.,-1%,4%,-3%,-1%
CCOc1ccccc1NC(=O)COC(=O)Cc1ccc(-c2ccccc2)cc1,?,-4%,-13%,-10%,?,3%,32µM*[quencher],-1%
CC1=NC(=O)C(N=Nc2ccccc2)N1c1ccccc1 (stereo not drawn),1%,16µM*,-6%,-17%,-14%,6%,3%,-1%
CC1=NN(c2nc(-c3ccc(C#N)cc3)cs2)C(=O)C1,5%,-2%,?,-2%[46 µM],-3%,20%,-4%,-1%
CC(C)c1onc(C(=O)N2CCN(C(c3ccccc3)c3ccccc3)CC2)c1[N+](=O)[O-],9%,-24%,-12%,-2%,-3%,-6%,-2%,9%
O=C(NC(=S)Nc1ccc(N2CCOCC2)c(Cl)c1)c1sc2ccccc2c1Cl,3.5µM*,-14%,-11%,6%,7%,3%,-25%,-23%
CC1(C)OC(C)(C)/C(=C/Nc2ccc(O)cc2)C1=O,-17%,-6%,i,?,9%,-31%,1%,?
CCCn1c(SCC(=O)NC2CCCCC2)nnc1-c1ccncc1,2%,0%,-1%,4%,-1%,8%,-1%,4%
COC(=O)c1ccc(C2C3=C(Nc4nnnn42)c2ccccc2OC3)cc1 (stereo not drawn),?,-19%,-5%,?,-6%,-4%,-9%,?
C/C(N)=C(/C#N)C(=O)COC(=O)CNS(=O)(=O)c1ccc(F)c(F)c1F,4%,15%,-6%,?,-3%,-10%,-2%,-3%
O=C(CSc1nnc2ccccn12)NCCc1ccc(Cl)cc1,-2%,11%,-10%,?,3%,8%,-3%,?
Cc1ccc(C(=O)Nc2c(-c3cccs3)c(=O)c3ccccc3n2C)cc1,-5%,5%,-13%,?,-2%,10%,-6%,-10%
Cc1cccc(CNc2ccnc(-c3ccccc3Cl)n2)c1,-1%,.,-6%,?,.,7%,.,.
COc1ccc(C(NC(=O)c2ccco2)c2ccc(OC)c(OC)c2)cc1OC,2%,.,-7%,-2%,-9%,.,1%,1%
COc1ccc(-c2csc(NC(=O)C3CC(=O)N(Cc4ccco4)C3)n2)cc1 (stereo not drawn),?,0%,5%,.,6%,2%,1%,-1%
CCC1OC(=O)C(C)[C@@H](O[C@H]2C[C@@](C)(OC)C(O)C(C)O2)C(C)[C@@H](O[C@@H]2OC(C)CC(N(C)C)C2O)[C@@](C)(O)CC(C)C2NC(COCCOC)O[C@H](C2C)[C@@]1(C)O (stereo partly drawn),5%,2%,-2%,.,-3%,-2%,0%,-1%
Cc1nn(C)c(Oc2ccc(Cl)cc2)c1C(=O)O,6%,-2%,0%,3%,-2%,2%,0%,?
COc1ccc(NC(=O)CSc2ccc(F)cc2)cc1S(=O)(=O)N1CCCCC1,15µM*,.,-1%,?,-2%,-6%,-3%,-6%
O=C(CSc1nnnn1Cc1ccccc1)c1ccccc1,?,10%,-3%,?,-2%,3%,0%,3%
